Compound activity from PubChem.
hERG rescue = hERG (human) protection from proarrhythmic block; Q12809; CHO-hERG, FluxOR thallium flux, dofetilide IC70 present; activation (rescue from dofetilide block), less the hit threshold, % at 10 µM; 0.51% of 310,000 active; AID 1511;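 active = activation above the mean of controls blocked by dofetilide plus 5 SD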;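 also: thallium influx through hERG after potassium depolarization seen as dye fluorescence rise; in these data hits start at about 4.7%; inactives centre near -7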
KCNK3 block = human KCNK3 channel inhibition, primary screen | O14649 | CHO-KCNK3 thallium flux, FluxOR fluorescence; stronger effect = lower value | B-score at 10 µM | 0.84% of 340,000 active;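 active = B-score under library mean minus 4 SD, starting fluorescence ratio at most library mean plus 5 SD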;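 also: more negative B-score means stronger inhibition of thallium flux through KCNK3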
RGS4 block = human RGS4 inhibition; P49798; HEK293 M3R/RGS4 inducible, Fluo-4 calcium flux; stronger effect = higher value; triggered by carbachol at its EC20; B-score at 10 µM; 0.45% of 310,000 active;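 active = B-score, a plate-corrected calcium signal, over three deviations above library mean, with baseline fluorescence within five deviations of library mean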;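 also: RGS4 expression induced by doxycycline in cells with stable M3 receptor; B-score is computed from the integrated fluorescence ratio over baseline after carbachol; higher B-score means a larger calcium signal and so more RGS4 inhibition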
ANO1 activ = activates or potentiates the mouse TMEM16A chloride channel | Q8BHY3 | HEK293 TMEM16A/YFP-H148Q/I152L, iodide quench fluorescence; stronger effect = lower value | B-score at 10 µM | 0.3% of 340,000 active;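 active = fluorescence-ratio B-score plate-corrected deviation score at least 3 library SD below zero, with starting fluorescence score within 5 deviations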;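 also: channel opened by trigger with iodide after compound preincubation; score built on the fluorescence ratio of max minus min over baseline; more negative score means more quench and so TMEM16A activation or potentiation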
Target sequence (Q8BHY3 whole entry, looked up): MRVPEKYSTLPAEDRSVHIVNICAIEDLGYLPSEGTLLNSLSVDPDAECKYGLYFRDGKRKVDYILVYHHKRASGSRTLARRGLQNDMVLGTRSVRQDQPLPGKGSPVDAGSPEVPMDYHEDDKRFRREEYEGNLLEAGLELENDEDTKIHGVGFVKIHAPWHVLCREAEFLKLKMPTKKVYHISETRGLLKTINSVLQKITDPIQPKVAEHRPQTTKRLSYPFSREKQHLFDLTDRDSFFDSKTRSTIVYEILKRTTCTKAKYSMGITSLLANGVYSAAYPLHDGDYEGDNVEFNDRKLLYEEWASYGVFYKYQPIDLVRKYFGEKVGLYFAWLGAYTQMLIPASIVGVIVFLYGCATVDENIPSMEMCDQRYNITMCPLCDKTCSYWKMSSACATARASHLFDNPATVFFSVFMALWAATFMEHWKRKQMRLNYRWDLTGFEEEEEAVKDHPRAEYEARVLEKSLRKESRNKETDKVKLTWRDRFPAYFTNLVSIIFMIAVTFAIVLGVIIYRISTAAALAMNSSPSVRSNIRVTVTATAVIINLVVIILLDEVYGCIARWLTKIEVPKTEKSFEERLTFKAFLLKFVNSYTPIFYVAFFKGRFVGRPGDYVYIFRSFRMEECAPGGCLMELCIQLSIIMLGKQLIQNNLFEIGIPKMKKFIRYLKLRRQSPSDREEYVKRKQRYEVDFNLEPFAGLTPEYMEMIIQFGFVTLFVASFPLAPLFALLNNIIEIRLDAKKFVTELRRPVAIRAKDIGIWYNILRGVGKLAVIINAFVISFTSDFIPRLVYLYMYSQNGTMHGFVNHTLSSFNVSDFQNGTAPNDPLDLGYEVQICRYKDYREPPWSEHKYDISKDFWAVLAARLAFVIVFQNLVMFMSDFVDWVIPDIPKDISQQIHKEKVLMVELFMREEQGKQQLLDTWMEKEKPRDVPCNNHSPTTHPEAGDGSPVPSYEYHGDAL
KCNQ1 inh = inhibitors of human KCNQ1 potassium channel | B-score at 10 µM | 1.3% of 310,000 active | CHO-K1 KCNQ1, FluxOR thallium flux fluorescence; stronger effect = higher value | AID 2642 | P51787;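 active = compounds whose thallium flux B-score, printed positive for inhibition, exceeds three library SD while starting fluorescence stays within three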;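 also: channel opened by potassium depolarization with thallium stimulus after 20 min compound exposure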
HDAC3 inhib = human HDAC3 inhibition; O15379; recombinant HDAC3, fluorogenic peptide/trypsin coupled, fluorescence; inhibition, % at 8.3 µM; 0.15% of 320,000 active; in the data active = inhibition above about 26%, passing the limit was not always enough
RGS4 act = potentiators or activators of RGS4; HEK293 M3R/inducible RGS4, carbachol calcium flux Fluo4; stronger effect = lower value; B-score at 10 µM; 0.92% of 310,000 active;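 active = B-score of the integrated calcium signal more than 4 SD below the library mean, with starting fluorescence not abnormally high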;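 also: negative B-score means reduced calcium response which marks RGS4 activation or potentiation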
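Material: M3R-expressing HEK293 line, RGS4 induced by doxycycline | Schedule: Overnight RGS4 induction, 30 min dye load 37 °C, 20 min compound RT | Measured by: Fluo4 fluorescence kinetic imaging of calcium | Read-out: Integrated calcium ratio converted to B score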
KCNQ1 act = human KCNQ1 channel potentiation or activation | P51787 | CHO-K1 KCNQ1, thallium flux FluxOR fluorescence; stronger effect = higher value | B-score at 10 µM | 0.35% of 310,000 active;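 active = fluorescence ratio B-score, a plate-corrected score, at least three library SD, with initial intensity B-score within 5 SD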
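assay system = CHO-K1 cells stably expressing KCNQ1 | medium = assay buffer, equal DMSO in all wells | timing = 37 °C overnight plating, 90-min dark dye load, 20-min compound pretreatment | measured by = kinetic FluxOR thallium fluorescence, 10-s 1-Hz baseline, 110-s post-stimulus read | measure = fluorescence change relative to baseline, converted to B score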
KCNK9 inh = human KCNK9 channel inhibition. Q9NPC2. HEK293 KCNK9, FluxOR thallium flux fluorescence; stronger effect = lower value. B-score at 10 µM. 1.2% of 310,000 active. AID 488922;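 active = ratio B-score over 3 SD below the library mean, with starting fluorescence within 5 SD of its mean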;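 also: negative B-score means less thallium flux so channel inhibition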
SKKanGAS inh = inhibitors of SKKanGAS S. pyogenes growth in kanamycin (SK-promoter or general growth effect) | inhibition, % at 7.5 µM | 1.3% of 300,000 active | BacTiter-Glo, 6 h | AID 1662;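 active = mean replicate score, as percent of positive control median, at least 50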;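 also: strain carries kanamycin resistance gene driven by streptokinase promoter and grows in 40 µg/ml kanamycin; loss of luminescence reflects streptokinase promoter inhibition or plain growth inhibition; 0% = median of DMSO wells and 100% = positive control at its reference dose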
TMEM16A inh = mouse TMEM16A channel inhibition, primary screen. normalized B-score (activity score, 25-100; higher = stronger inhibition) at 10 µM. Q8BHY3. HEK293 TMEM16A/YFP iodide influx fluorescence, ionomycin. 1.2% of 310,000 active. AID 588511;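 active = ratio plate-corrected score three or more library SD toward inhibition, starting fluorescence score within five deviations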;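 also: score derived from kinetic fluorescence span divided by baseline fluorescence per well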
* = called active by the depositor; i = inactive; x = not tested or not shown.

SMILES | hERG rescue | KCNK3 block | RGS4 block | ANO1 activ | KCNQ1 inh | HDAC3 inhib | RGS4 act | KCNQ1 act | KCNK9 inh | SKKanGAS inh | TMEM16A inh
O=C(CN1C(=O)COc2ccc(Cl)cc21)Nc1ccc(N2CCOCC2)cc1 | -5 | i | i | i | i | 3 | i | i | i | 2 | i
O=C(Nc1ccc(N2CCCC2)c(Cl)c1)c1cccc(-c2cc3ccccc3oc2=O)c1 | -6 | i | i | i | i | -1 | i | i | i | 9 | i
COc1cc2c(cc1OC)C(c1cc3cc4c(cc3[nH]c1=O)OCO4)N(C(=O)C1CC1)CC2 (stereo not given) | -5 | i | i | i | i | -2 | i | i | i | -1 | i
COc1ccc2nc(-c3ccc(Cl)cc3)cc(C(=O)O)c2c1 | -4 | i | i | i | i | -73 | i | i | i | -2 | i
CCOc1ccc(N(C(=O)c2ccc(S(=O)(=O)N3CCCC3)cc2)C2C=CS(=O)(=O)C2)cc1 (stereo not given) | -3 | i | i | i | i | -2 | i | i | i | -1 | i
Cc1[nH]c2ccccc2c1C(=O)CN1CC(C)OC(C)C1 (stereo not given) | -17 | x | i | x | i | 4 | i | i | i | -8 | i
COc1ccc2nc(N/C(=N/S(=O)(=O)c3cccs3)c3ccccc3Cl)sc2c1 | -11 | i | i | i | i | 11 | i | i | i | 16 | i
COc1ccc(N2CCN(C(=O)NC3CCCCC3)CC2)cc1 | -10 | i | i | i | i | 7 | i | i | i | -5 | i
CN(C)CCN(Cc1ccco1)S(=O)(=O)c1csc(C(N)=O)c1 | -3 | i | i | i | i | -1 | i | i | i | 1 | i
O=c1c2ccccc2ncn1Cc1ccc(Cl)cc1 | -4 | i | i | i | i | 0 | i | i | i | -3 | i
Cc1ccc(NC(=O)Nc2ccc3c(c2)OCO3)c(Br)c1 | -8 | i | i | i | i | 0 | i | i | i | -6 | i
COc1cc(S(=O)(=O)n2nnc3ccccc32)c(OC)cc1Cl | -6 | i | i | i | i | -1 | i | i | i | -1 | i
CC(C)Oc1ccc(CNC(=O)c2ccc3nc(N4CCOCC4)sc3c2)cc1 | -6 | i | i | i | i | -9 | i | i | i | 0 | i
O=C(/C=C/Nc1ccccc1)C(F)(F)F | 1 | i | i | i | i | -1 | i | i | i | 0 | i
COc1ccc(C(=O)N2CCCCC2)cc1S(=O)(=O)Nc1ccccc1 | -1 | i | i | i | i | 2 | i | i | i | 9 | i
CCCn1nc(C(=O)NCCN2CCOCC2)c2ccccc2c1=O | -8 | i | i | i | i | 2 | i | i | i | 5 | i
S=C(c1ccc2c(c1)OCO2)N1CCCCCC1 | -5 | i | i | i | i | 5 | i | i | i | 4 | i
CC(C)=CCCC1=CCC(/C=N/NC(N)=O)C(C)C1 (stereo not given) | -13 | i | i | i | i | 1 | i | i | i | 5 | i
COc1ccc(N=Cc2cccc(C)c2O)cc1Cl | -4 | i | i | i | i | 1 | i | i | i | 2 | i
O=c1[nH]c2ccccc2nc1/C=C/c1ccccc1 | -12 | i | i | i | i | 4 | i | i | i | -4 | i

Given field by field: entries from further up
COc1ccc2nc(N/C(=N/S(=O)(=O)c3cccs3)c3ccccc3Cl)sc2c1
  hERG rescue: -11
  KCNK3 block: i
  RGS4 block: i
  ANO1 activ: i
  KCNQ1 inh: i
  HDAC3 inhib: 11
  RGS4 act: i
  KCNQ1 act: i
  KCNK9 inh: i
  SKKanGAS inh: 16
  TMEM16A inh: i
CC(C)=CCCC1=CCC(/C=N/NC(N)=O)C(C)C1 (stereo not given)
  hERG rescue: -13
  KCNK3 block: i
  RGS4 block: i
  ANO1 activ: i
  KCNQ1 inh: i
  HDAC3 inhib: 1
  RGS4 act: i
  KCNQ1 act: i
  KCNK9 inh: i
  SKKanGAS inh: 5
  TMEM16A inh: i
COc1ccc(N=Cc2cccc(C)c2O)cc1Cl
  hERG rescue: -4
  KCNK3 block: i
  RGS4 block: i
  ANO1 activ: i
  KCNQ1 inh: i
  HDAC3 inhib: 1
  RGS4 act: i
  KCNQ1 act: i
  KCNK9 inh: i
  SKKanGAS inh: 2
  TMEM16A inh: i

(next part)
SMILES | hERG rescue | KCNK3 block | RGS4 block | ANO1 activ | KCNQ1 inh | HDAC3 inhib | RGS4 act | KCNQ1 act | KCNK9 inh | SKKanGAS inh | TMEM16A inh
CC1(CC(=O)N/N=C/c2ccc(OCc3ccc(Cl)cc3Cl)cc2)OCCCO1 | -8 | i | i | i | i | 14 | i | i | i | 12 | i
CCN(CC)S(=O)(=O)c1ccc(OC)c(NC(=O)CSc2cc(Cl)ccc2Cl)c1 | -3 | i | i | i | i | 14 | i | i | i | 6 | i
COc1ccc(CCNC(=O)C2CC(=O)N(c3ccc(C)cc3)C2)cc1 (stereo not given) | -4 | i | i | i | i | -4 | i | i | i | 1 | i
CCCN(CCC)Cc1c(C(=O)N/N=C/c2ccncc2)nnn1-c1nonc1N | -8 | i | i | i | i | 5 | i | i | i | -2 | i
COc1ccc(OC)c2[nH]c(=O)c(CCNC(=O)c3cccs3)cc12 | -21 | i | i | i | i | 0 | i | i | i | 6 | i
CCOC(=O)c1ccc(NC(=O)CSc2nc3sc(C(=O)O)c(C)c3c(=O)[nH]2)cc1 | -10 | i | i | i | i | 1 | i | i | i | 20 | i
CCOC(=O)c1ccc(N2C(=O)C3C(/C=C/c4ccccc4)OC4(C(=O)c5ccccc5C4=O)C3C2=O)cc1 (stereo not given) | -1 | i | i | i | i | -2 | i | i | i | 13 | i
CCN(CC)C(=O)C(C)N(C#N)c1nc(NC(C)C)nc(NC(C)C)n1 (stereo not given) | -19 | i | i | i | i | -3 | i | i | i | -11 | i
CCOc1ccc(S(=O)(=O)NCc2ccc3c(c2)OCO3)cc1NC(C)=O | -3 | i | i | i | i | -6 | i | i | i | -5 | i
O=C(CSc1ncn[nH]1)N1CCOCC1 | -14 | i | i | i | i | -2 | i | i | i | 4 | i
CC(C)Oc1cccc(C(=O)NC(=S)Nc2cccc(C(F)(F)F)c2)c1 | -7 | i | i | i | i | 20 | i | i | i | 1 | i
Fc1ccccc1-n1cc(-c2ccccc2)[nH]c1=S | -2 | i | i | i | i | -6 | i | i | i | -2 | i
Cc1cccc(NC(=O)C2CCN(c3ncnc4c3nc3n4CCCCC3)CC2)n1 | -8 | i | i | i | i | 0 | i | i | i | -12 | i
CC(C)CC1=NN2C(=N)/C(=C\c3coc4ccccc4c3=O)C(=O)N=C2S1 | -11 | i | i | i | i | x | i | i | i | 14 | x
CC(C)c1cccc(C(C)C)c1NC(=O)Cn1c(=O)cnc2ccccc21 | -1 | i | i | i | i | -3 | i | i | i | 0 | i
CC(C)(C)c1[nH]nc2c1C(Cc1ccccc1)C(C#N)=C(N)O2 (stereo not given) | -19 | i | i | i | i | 1 | -9.3* | i | i | 1 | i
COc1ccc(C(=O)NC(NC(=O)c2ccc(OC)cc2)c2ccccc2F)cc1 | -11 | i | i | i | i | -1 | i | i | i | -15 | i
CC(=O)NCCC(=O)N(C)CC1CCN(CCc2cccc(C(F)(F)F)c2)CC1 | 3 | i | i | i | i | 2 | i | i | i | 5 | i
CCCC(=O)Nc1nn(C)c2nc3cc(C)ccc3cc12 | -3 | x | i | x | i | 0 | i | i | i | 4 | i
O=c1c(N2CCOCC2)nsnc1N1CCOCC1 | -9 | i | i | i | i | 0 | i | i | i | -5 | i
CCC[C@H]1COCCS(=O)(=O)N1Cc1ccccc1 | -7 | i | i | i | i | 1 | i | i | i | 0 | i
Cc1nn(C(=O)c2ccco2)c(C)c1Br | -8 | i | i | i | i | -1 | i | i | i | 0 | i
NC(=O)C1CCN(C(=O)c2ccc3c(c2)S(=O)(=O)c2ccccc2C3=O)CC1 | -4 | i | i | i | i | 1 | i | i | i | -2 | i
COc1ccc(C(=O)NNC(=S)NC(=O)c2ccc(F)cc2)cc1Br | -11 | i | i | i | i | 6 | i | i | i | 103* | i
CCc1ccc(NC(=O)c2ccccc2SC)cc1 | -16 | i | i | i | i | -5 | i | i | i | 8 | i
Cc1ccc(S(=O)(=O)N2CCC(=O)N(CCOCc3cccc(F)c3)CC2)cc1 | -10 | i | i | i | i | -2 | i | i | i | -5 | i
COc1cccc(CN(C(=O)c2ccco2)C(C(=O)NC2CCCC2)c2cccnc2)c1 (stereo not given) | -5 | i | i | i | i | -9 | i | i | i | -1 | i
CCOc1cccc(/C=N/NC(=O)c2cc(C3CC3)[nH]n2)c1O | -9 | i | i | i | i | 1 | i | i | i | 0 | i
COc1ccc(CNC(=O)CN(C(=O)CCC(=O)Nc2ccccn2)c2cccc(C)c2)cc1 | -7 | i | i | i | i | -1 | i | i | i | -3 | i
O=S(=O)(NC1=NCCCCC1)c1ccc2ccccc2c1 | -1 | i | i | i | i | -9 | i | i | i | -4 | i
C=CCc1cc(C)ccc1OCCCC(C(=O)OCC)C(=O)OCC | -9 | -12* | i | i | i | 11 | i | i | i | 2 | i
Cc1ccc(S(=O)(=O)NC2=NCN(CCN3CCOCC3)CN2)cc1 | -1 | i | i | i | i | -2 | i | i | i | -1 | i
CC1S/C(=N/N=C/c2ccco2)NC1=O (stereo not given) | -9 | i | i | i | i | 5 | i | i | i | 0 | i
CCCC1C2CN(C(C)C)CC=C2C(C#N)=C(N)C1(C#N)C#N (stereo not given) | -15 | i | i | i | i | -29 | i | i | i | -1 | i
O=C(O)CSc1nnc(COc2cccc3cccnc23)n1-c1cccc(C(F)(F)F)c1 | -7 | x | i | x | i | -1 | i | i | i | 4 | i
CCn1c(-c2cc(OC)c(OC)c(OC)c2)n[nH]c1=S | -8 | i | i | i | i | 0 | i | i | i | 1 | i
Cc1ccc(NS(=O)(=O)c2c(C)[nH]c(C)c2C(=O)N2CCCCC2)c(Cl)c1 | -10 | i | i | i | i | 6 | i | i | i | 1 | i
CCOC(=O)C1=C(COC(=O)C2CC(=O)N(c3ccc(C)cc3)C2)NC(=O)NC1C (stereo not given) | -15 | i | i | i | i | -4 | i | i | i | -5 | i
COC(=O)c1c(NC(=O)COC(=O)CNC(=O)c2ccco2)sc(C)c1C | -8 | i | i | i | i | 1 | i | i | i | -1 | i
N/C(=N\O)c1cn(Cc2ccccc2Cl)c2ccccc12 | -12 | i | i | i | i | 8 | i | i | i | -1 | i
COc1ccc(N2C(=O)CSC23C(=O)Nc2ccccc23)cc1OC (stereo not given) | -12 | i | i | i | i | -4 | i | i | i | 1 | i
